Bioassay records as filed in PubChem.
Growth percent in the NCI-60 one-dose screen (48 h, 10 µM unless noted): 100 = growth as untreated, 0 = no growth, -100 = all killed.
OVCAR-4: OVCAR-4 ovarian cancer cells | hit rate 3.7% among 80,000
SK-OV-3: SK-OV-3 ovarian cancer cells; hit rate 3.2% among 80,000; AID 1794785
IGROV1: IGROV1 ovarian cancer. hit rate 4.7% among 79,000. AID 1794786
NCI-H322M: NCI-H322M lung cancer. AID 1794733. hit rate 2.7% among 80,000
NCI-H460: NCI-H460 lung cancer; hit rate 6.8% among 82,000; AID 1794736
NCI-H23: NCI-H23 lung cancer; hit rate 4% among 80,000; AID 1794731
NCI/ADR-RES: NCI/ADR-RES ovarian cells | hit rate 4.4% among 81,000
NCI-H522: NCI-H522 lung cancer. hit rate 8% among 78,000. AID 1794739
NCI-H226: NCI-H226 lung cancer; hit rate 3.5% among 79,000; AID 1794732
An asterisk follows results filed as active; · = not tested or not shown; & = joins results of further samples. How the source made its calls: active means growth percent below 10; inactive means the rest.

compound	NCI-H522	NCI-H322M	NCI-H226	NCI/ADR-RES	SK-OV-3	OVCAR-4	NCI-H460	IGROV1	NCI-H23
CCOC(=O)c1c(NC(=O)CSc2nnc(Cc3ccccc3Nc3c(Cl)cccc3Cl)n2-c2ccccc2)sc(C)c1C	56	93	90	87	82	85	89	79	83
CS(=O)(=O)c1ccc(-c2nc3ccccn3c2/C=N/Nc2ccc(Cl)cc2)cc1	86	87	88	99	120	97	99	98	·
CCc1ccc(-c2cc(/C=N\O)no2)cc1	104	105	95	106	108	103	105	111	97
C=C(C)C(OC(C)=O)OC(C)=O	95	103	97	100	109	105	112	95	98
Cc1cn(-c2cc(NC(=O)c3ccc(C)c(Nc4nccc(-c5cnccn5)n4)c3)cc(C(F)(F)F)c2)cn1	43	95	87	64	59	100	62	85	73
CC(=O)N1N=C(c2ccc(C)cc2)CC1c1ccc(C)s1 (stereo unspecified)	·	108	115	93	111	·	103	120	93
CCCCC(CC)CNC(=O)/C=C\C(=O)O (stereo unspecified)	78	103	80	100	83	95	104	108	95
COc1ccc(C(C(N)=O)N2CCCCC2)cc1 (stereo unspecified)	84	88	99	99	101	99	109	95	97
CCC(C)c1ccc(O)c(C(C)CC)c1 (stereo unspecified)	·	102	97	107	96	105	105	102	98
N#C/C(=C\c1ccc(-c2ccc(Cl)cc2Cl)o1)c1ccc(Cl)cc1	102	97	91	109	100	108	105	92	93

New compounds follow:
compound	NCI-H522	NCI-H322M	NCI-H226	NCI/ADR-RES	SK-OV-3	OVCAR-4	NCI-H460	IGROV1	NCI-H23
c1cncc(-c2nnc3sc(-c4ccc5c(c4)OCCO5)nn23)c1	100&101	100&87	97&101	96&99	115&112	95&100	102&102	102&98	105&99
CCN(CCCNC(=O)Cc1cc(=O)oc2cc(N(C)C)ccc12)CCNc1ccnc2cc(Cl)ccc12	57	91	93	109	116	82	92	94	95
C[C@]12CCc3nc(Nc4ccc(O)cc4)sc3C1=CC[C@@H]1[C@@H]2CC[C@]2(C)/C(=N/NC(N)=S)CC[C@@H]12	-55*	4.2*	55	15	-19*	-17*	-72*	-61*	1.0*
CNC(=O)c1cn(C2CC2)c2cc(N3CCN(C(=O)c4ccccc4)CC3)c(F)cc2c1=O	75	·	102	97	·	95	100	96	95
C=C(C)[C@@H]1CC[C@]2(C(=O)O)CC[C@]3(C)[C@H](CC[C@@H]4[C@@]5(C)Cc6cc(C)oc6C(C)(C)[C@@H]5CC[C@]43C)[C@@H]12	31	80	53	67	67	53	49	89	54
COc1ccc(C2C3=C(COC3=O)N(CCO)c3cc4c(cc32)OCO4)cc1 (stereo unspecified)	96	105	·	108	101	99	111	104	95
O=C1/C=C/[C@@H](O)[C@@H]2C[C@@H](O)C[C@H]2/C=C/CCC[C@H](C(F)(F)F)O1	-28*	·	-47*	-9.4*	58	29	59	19	-31*
CCCCCC/C=C\CCCCCCCCOc1ccccc1CCOP(=O)(O)OCC[N+](C)(C)C	86	101	100	103	·	94	71	53	98
Cc1cccc2c1O/C(=C\c1ncc([N+](=O)[O-])n1C)C2=O	-56*	-18*	-25*	2.4*	-17*	-2.8*	-29*	-18*	-14*
COc1ccccc1-n1c(-c2ccccc2C)cn2c3c(=O)[nH]c(=O)n(C)c3nc12	75	119	91	92	76	87	·	20	95

An excerpt from above with just IGROV1.
compound,IGROV1
COc1ccc(C2C3=C(COC3=O)N(CCO)c3cc4c(cc32)OCO4)cc1 (stereo unspecified),104
O=C1/C=C/[C@@H](O)[C@@H]2C[C@@H](O)C[C@H]2/C=C/CCC[C@H](C(F)(F)F)O1,19
CCCCCC/C=C\CCCCCCCCOc1ccccc1CCOP(=O)(O)OCC[N+](C)(C)C,53

4 successive compounds already listed:
compound	NCI-H522	NCI-H322M	NCI-H226	NCI/ADR-RES	SK-OV-3	OVCAR-4	NCI-H460	IGROV1	NCI-H23
O=C1/C=C/[C@@H](O)[C@@H]2C[C@@H](O)C[C@H]2/C=C/CCC[C@H](C(F)(F)F)O1	-28*	·	-47*	-9.4*	58	29	59	19	-31*
CCCCCC/C=C\CCCCCCCCOc1ccccc1CCOP(=O)(O)OCC[N+](C)(C)C	86	101	100	103	·	94	71	53	98
Cc1cccc2c1O/C(=C\c1ncc([N+](=O)[O-])n1C)C2=O	-56*	-18*	-25*	2.4*	-17*	-2.8*	-29*	-18*	-14*
COc1ccccc1-n1c(-c2ccccc2C)cn2c3c(=O)[nH]c(=O)n(C)c3nc12	75	119	91	92	76	87	·	20	95

(continued)
compound	NCI-H522	NCI-H322M	NCI-H226	NCI/ADR-RES	SK-OV-3	OVCAR-4	NCI-H460	IGROV1	NCI-H23
CC(C)(C)c1ccc(C(=O)Nc2sc3cc(O)ccc3c2C(N)=O)cc1	65	86	101	72	115	72	51	58	88
CC(=O)OCC(=O)[C@@]1(O)[C@H](OC(C)=O)CC2C3CCC4=CC(=O)C=C[C@]4(C)[C@@]3(F)[C@@H](O)C[C@@]21C (stereo partly specified)	100	97	71	89	70	116	93	97	100
O=C(Nc1nc(-c2ccc(Cl)cc2)cc(-c2ccccc2Cl)n1)c1cccnc1	93	94	95	99	97	99	99	101	92
CC(C)[C@H]1NC(=O)[C@@H](CCCCn2cnnn2)NC(=O)[C@H](Cc2c[nH]c3ccccc23)NC(=O)[C@@H](Cc2ccc(O)cc2)NC(=O)[C@H](NC(=O)[C@@H](N)Cc2ccccc2)CSSC[C@H](C(=O)N[C@@H](Cc2c[nH]c3ccccc23)C(N)=O)NC1=O	93	110	92	92	86	109	98	·	93
Fc1ccc2[nH]cc(-c3nn4cc(-c5ccncc5)nc4s3)c2c1	56	78	53	58	100	84	70	61	83
CC(C)CCN1C(=O)CC(NNC(=O)c2cc3ccccc3cc2O)C1=O (stereo unspecified)	90	79	97	75	86	66	80	69	79
COc1ccc(C(=O)NCCNc2nccc(-c3c(-c4ccc(F)cc4)nc4sccn34)n2)cc1	·	68	55	62	71	81	26	31	71
COc1ccc(/C=c2\sc(=C(C#N)C#N)[nH]c2=O)cc1	76	113	102	109	113	85	109	95	100
COc1ncc(-c2ccc3ncnc(Nc4cccc(Cl)c4)c3c2)cc1NS(C)(=O)=O	33	-7.0*	47	51	-11*	71	28	-45*	37
O=c1c2ccccc2nc2ccc(Cl)nn12	95	107	113	101	·	·	108	90	96

Carrying on.
compound	NCI-H522	NCI-H322M	NCI-H226	NCI/ADR-RES	SK-OV-3	OVCAR-4	NCI-H460	IGROV1	NCI-H23
O=C1Nc2ccccc2C1=Nc1ccc2[nH]c3ccccc3c2c1	97	109	88	96	95	89	87	101	90
COC(CCNS(=O)(=O)c1ccc(C)cc1)CC(C)c1ccc2ccccc2c1 (stereo unspecified)	91	106	109	101	137	94	102	98	·
COC(=O)c1cc(C(=O)OC)c(C(=O)OC)cc1C(=O)OC	96	102	105	106	116	108	105	112	98
CC(=O)OCCN1CCN(C(C)=O)CC1	102	125	100	101	99	113	107	125	96
O=C(O)CCCn1c(-c2ccc(Cl)cc2)nc(-c2ccccc2)c1-c1ccccc1	72	83	90	98	86	92	98	94	92
O=c1c2ccccc2[nH]c2ccc(Cl)cc12	90	86	87	108	106	·	106	97	88
COc1ccccc1NC(=O)c1sc2nc3c(cc2c1N)C(=O)CCC3	·	60	76	59	39	91	19	83	67
CC(=O)O[C@H]1C[C@@]2(C)[C@@H](C/C(=N/O)[C@H]3[C@@]4(C)CCNC(=O)[C@@H](C)[C@@H]4CC[C@@]32C)/C1=C(\CCC=C(C)C)C(=O)O	101	98	·	103	·	101	104	107	104
CCO/C=N/C1=C(C#N)C(c2ccc([N+](=O)[O-])cc2)c2sc3c(F)cccc3c2O1 (stereo unspecified)	75	108	99	93	105	76	100	90	80
CC1=C(/C=C/C(C)=C/C=C/C(C)=C/C(=O)Nc2ccc(O)cc2)C(C)(C)CCC1	-48*	101	74	39	69	44	28	-0.2*	·

(continued)
compound	NCI-H522	NCI-H322M	NCI-H226	NCI/ADR-RES	SK-OV-3	OVCAR-4	NCI-H460	IGROV1	NCI-H23
CCOc1ccc(-n2cc(CSc3nnc(Cn4c(C(F)(F)F)nc5ccccc54)o3)nn2)cc1	51	91	95	87	79	94	101	87	80
N=C1NC(=O)SC1N=Nc1ccccc1 (stereo unspecified)	92	103	95	98	104	96	102	103	104
CC(=O)c1nn(-c2ccc([N+](=O)[O-])cc2)/c(=N\N=C\c2coc3ccc(F)cc3c2=O)s1	96	96	85	99	100	106	101	87	94
N/C(=N\c1nc2ccccc2s1)NC(=O)N1CCN(CCO)CC1	94	93	85	99	88	85	101	106	90
O=C(N/N=C/c1ccccc1)C(O)(c1ccccc1)c1ccccc1	95	117	109	108	121	98	105	·	101
O=c1c(N=Nc2nccs2)c(-c2ccccc2)[nH]n1-c1nc(-c2ccccc2)cs1	21	24	56	10	24	39	22	44	36
N#C/C(=C\NC(=S)C(N)=S)c1nc2ccccc2s1	28	104	84	95	89	97	101	80	83
CCN(CC)CC#CCOC(=O)C(O)(c1ccccc1)C1CCCCC1 (stereo unspecified)	78	105	100	85	98	95	109	95	95
Cc1ccc(-c2nnc(SCc3cc(=O)oc4c3ccc3ccccc34)n2-c2ccccc2)cc1	63	100	84	92	96	101	104	93	90
COc1ccc(C(=O)NNc2ccc(-c3ccc(OC)c(OC)c3)nn2)cc1	101	94	106	103	·	99	99	98	108

Continued.
compound	NCI-H522	NCI-H322M	NCI-H226	NCI/ADR-RES	SK-OV-3	OVCAR-4	NCI-H460	IGROV1	NCI-H23
CC(=O)OCC1OC(Oc2ccc(C(=O)C(=O)N3CCCC3)cc2)C(OC(C)=O)C(OC(C)=O)C1OC(C)=O (stereo unspecified)	110&94	113&101	99&109	92&105	110&119	110&98	114&108	121	99&106
NCCOCCO	89	86	111	102	99	106	105	99	98
COc1ccc(S(=O)(=O)n2cc(C=O)c3ccccc32)cc1	100	88	71	74	115	83	98	94	63
Cc1c(C)c(O)c2c(c1O)C(=O)c1ccccc1C2=O	67	104	112	100	106	86	101	57	92
COc1cc(-c2cc(-c3nc4ccc(Cl)cc4[nH]3)[nH]n2)cc(OC)c1OC	45	51	18	20	62	32	60	44	46
Nc1c(N2CC[N+]3(CCC[N+]4(CCNCC4)CC3)CC2)ncnc1N1CC[N+]2(CCC[N+]3(CCNCC3)CC2)CC1	101	101	77	100	101	93	104	107	106
CC(=C/c1ccccc1)/C=N/Nc1ccc(S(=O)(=O)c2ccc(N/N=C/C(C)=C\c3ccccc3)cc2)cc1	83	99	97	86	98	104	104	108	103
Cc1cccc(NC(=O)c2ccccc2)c1	99	·	106	110	103	105	108	·	104
COC(=O)[C@]1(C)CCC[C@]2(C)[C@H]3C[C@H]4C(C(C)C)=C[C@]3(CC[C@H]21)[C@@H]1C(=O)N(CCC#N)C(=O)[C@@H]14	75	109	82	84	99	72	101	86	94
CC12c3[nH]c4ccccc4c3CCN1C(c1ccccc1)=NN2c1ccccc1 (stereo unspecified)	65	96	83	97	94	94	95	99	92

(next part)
compound	NCI-H522	NCI-H322M	NCI-H226	NCI/ADR-RES	SK-OV-3	OVCAR-4	NCI-H460	IGROV1	NCI-H23
O=C(O)c1ccc(-n2cc(/C=N/Nc3ccc([N+](=O)[O-])cc3)c(-c3ccccc3)n2)cc1	62	92	99	89	91	89	107	83	81
O=C1NCC(=O)N(Cc2ccco2)[C@H]1Cc1ccccc1	88	112	89	104	97	103	103	109	100
Nc1cc(Cl)c2[nH]cnc2n1	73	93	96	107	109	94	76	·	48
Cc1ccc(/C=C(/NC(=O)c2ccccc2)C(=O)Nc2ccc(S(N)(=O)=O)cc2)o1	88	102	98	109	101	104	109	92	101
CC1(C)OCC2OC=CC(=O)C2O1 (stereo unspecified)	101	104	112	105	104	·	102	117	100
Cc1ccc(-c2csc(/N=C3\C(=O)Nc4ccccc43)n2)cc1	-58*	47	62	81	32	36	8.5*	25	23
CCN1CCN(c2cc(C(F)(F)F)nc(NCCCNc3ccnc4cc(Cl)ccc34)n2)CC1	66	89	75	72	93	53	94	77	56
O=C(Nc1ccc(Cl)cc1C(=O)Nc1ccncc1)c1ccc(Cl)cc1Cl	99	93	·	100	92	·	95	89	91
O=C(CSc1nc2ccccc2[nH]1)Nc1ccc(Cl)cc1	73	82	100	91	96	74	97	84	90
O=C(c1ccc(-c2nc(CSc3nc4ccccc4s3)no2)cc1)N1CCOCC1	57	103	67	72	81	79	86	86	58

(further entries)
compound	NCI-H522	NCI-H322M	NCI-H226	NCI/ADR-RES	SK-OV-3	OVCAR-4	NCI-H460	IGROV1	NCI-H23
O=c1[nH]n(C(=S)N/N=C/c2ccccc2Br)c(=O)c2ccccc12	93	106	97	109	96	109	108	113	101
CNC(=O)c1cc(Oc2ccc3nc(NC(=O)NCCCN4CCN(C)CC4)sc3c2)ccn1	112	99	88	104	113	109	102	116	100
NC(N)=N/N=C(/c1ccccc1)c1ccc2ccccc2c1	98	124	88	111	99	99	116	113	105
CC/C(Cc1ccccc1)=C(\c1ccc(OCCCN(C)C)cc1)c1ccc(OC(=O)NCc2ccccc2)cc1	96	87	86	81	91	76	7.0*	59	93
O=C(Oc1ccc2ccccc2c1)c1ccc([N+](=O)[O-])cc1	96	93	90	101	109	107	112	117	97
O=C1c2cccc3cccc(c23)C(=O)N1C/C=C/c1ccc2c3c(cccc13)C(=O)N(Cc1ccccc1)C2=O	96	95	105	97	93	97	103	101	97
Cc1ccc(-c2nc3c(=O)n4[nH]c(-c5ccccc5)nc4nc3o2)cc1	88	106	89	94	88	113	111	108	97
c1ccc(Cc2cc(-c3cc(Cc4ccccc4)[nH]n3)n[nH]2)cc1	84	96	97	107	101	76	101	98	105
COc1ccccc1N=Nc1c(O)ccc2cc(S(=O)(=O)O)ccc12	86	99	98	100	89	105	·	110	87
COc1ccc(C(=O)c2cc(OC)c(OC)c(OC)c2)cc1OC(=O)CCl	-12*	44	109	10	18	55	8.3*	26	24
C[C@@H]1O[C@H]1P(=O)(O)O	96	106	106	109	110	110	116	108	106
O=c1occc2c1cnc1ccccc12	105	113	106	99	·	·	99	112	95
